# N370S GC: inhibits or activates N370S mutant glucocerebrosidase. P04062. actives 0.092% (n = 330,000). N370S GC spleen homogenate, 4MU-glucoside fluorescence. Potency, µM (highest dose often 59.4 µM), without a hit: at the highest dose activity change, negative = inhibition, hits mostly inhibitors;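 note: 0% = full enzyme activity and -100% = no enzyme basal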
# TDP1 inh: blocks human tyrosyl-DNA phosphodiesterase 1; Q9NUW8; recombinant TDP1, AlphaScreen DNA substrate cleavage; actives 0.28% (n = 350,000); Potency, µM (top dose mostly 130 µM), for inactives: at the highest dose activity change, negative = inhibition, hits mostly inhibitors; note: nearly all actives have a fitted effect of over 40% in size
# Target sequence (Q9NUW8 whole entry, looked up): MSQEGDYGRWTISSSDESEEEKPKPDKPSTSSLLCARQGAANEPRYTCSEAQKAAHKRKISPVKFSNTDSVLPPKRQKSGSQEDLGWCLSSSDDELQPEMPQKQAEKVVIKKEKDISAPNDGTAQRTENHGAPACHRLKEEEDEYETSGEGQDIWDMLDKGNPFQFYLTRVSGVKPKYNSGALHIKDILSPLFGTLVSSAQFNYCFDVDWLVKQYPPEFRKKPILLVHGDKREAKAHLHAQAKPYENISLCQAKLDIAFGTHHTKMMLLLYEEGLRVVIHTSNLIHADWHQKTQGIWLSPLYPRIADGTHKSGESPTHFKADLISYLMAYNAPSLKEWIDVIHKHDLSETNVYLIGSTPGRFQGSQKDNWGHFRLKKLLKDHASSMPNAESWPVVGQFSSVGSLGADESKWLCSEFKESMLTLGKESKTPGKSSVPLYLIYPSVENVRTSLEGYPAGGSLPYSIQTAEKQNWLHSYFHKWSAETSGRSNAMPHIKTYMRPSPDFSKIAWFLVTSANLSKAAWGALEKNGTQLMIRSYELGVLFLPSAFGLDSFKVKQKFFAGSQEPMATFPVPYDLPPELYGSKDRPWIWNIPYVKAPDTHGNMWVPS
#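 AlphaScreen read-out: signal falls as enzyme removes the 3' tyrosine-FITC from a 5'-biotinylated DNA oligo (15 nM, 5 min, RT). Enzyme was E. coli-made recombinant Tdp1 at 1 nM, exposed to compound for 15 min beforehand; beads 10 ug/ml, 10 min.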
# FEN1 inhibitor: blocks human flap endonuclease 1; actives 0.35% (n = 390,000); Recombinant FEN1 flap cleavage, fluorescence, 15 min; AID 588795; Potency, µM (highest dose often 114 µM), for the others: at the highest dose activity change, negative = inhibition, actives largely listed as inhibitors; note: nearly all actives have a fitted effect of over 65% in size
# Target sequence (P39748 whole entry, looked up): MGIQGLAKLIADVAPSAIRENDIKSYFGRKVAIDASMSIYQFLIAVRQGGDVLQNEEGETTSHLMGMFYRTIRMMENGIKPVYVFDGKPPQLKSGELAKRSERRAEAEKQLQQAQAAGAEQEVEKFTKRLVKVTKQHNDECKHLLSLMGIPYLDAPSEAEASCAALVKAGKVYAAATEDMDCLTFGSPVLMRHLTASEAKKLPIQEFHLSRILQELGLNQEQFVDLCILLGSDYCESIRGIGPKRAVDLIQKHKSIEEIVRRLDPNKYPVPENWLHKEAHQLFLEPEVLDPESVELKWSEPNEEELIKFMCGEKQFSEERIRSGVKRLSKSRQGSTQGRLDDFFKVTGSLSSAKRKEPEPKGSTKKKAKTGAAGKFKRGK
#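 Compounds are tested as a concentration series against 10 nM FEN1; after a 15 min room-temperature preincubation, 50 nM substrate starts cleavage, with plate reads at 0 and 15 min. Normalized responses are fitted by a Hill equation.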
# * = called active by the depositor; ? = inconclusive; nt = no result given; & = joins results of further samples; [ ] = remark or other dose. Calls come from the whole dose curve; as a rule, active = well fitted curve in the direction sought with a large enough effect; inconclusive = small, poorly fitted or top-dose-only effect, or another doubt; inactive = no such curve, though single readings can be large; an effect the other way counts as inactive or inconclusive. Unless noted, % is set by controls: 0 for no effect and ±100 for the full control effect; potency is the fitted concentration of half-maximal effect.
# Start of the data: the first six compounds as a preview:
Structure | FEN1 inhibitor | N370S GC | TDP1 inh
Cc1cc(C(=O)NCCCN2CCCC2=O)cs1 | -9% | 3% | -3%
O=C(Nc1cccc(O)c1)c1ccc([N+](=O)[O-])cc1Cl | -22% | 10% | 8%
COc1cccc(C(=O)N/N=C(\CC(C)C)c2ccccc2)c1 | -5% | 3% | 3%
CCCCn1c(N)c(N(CC)C(=O)c2cc(S(=O)(=O)N3CCN(CC)CC3)ccc2Cl)c(=O)[nH]c1=O | 2% | 2% | 1%
COC(=O)CNC(=O)CN1C(=O)N(c2ccc(Cl)cc2)C(N(O)C(=O)Nc2ccc(Cl)cc2)C1(C)C (stereo not drawn) | -10% | -3% | 2%
CCc1ccccc1NC(=O)N[C@H](C(=O)O)C(C)C | 0% | 1% | 0%

# The whole of this part, from the first entry:
Structure | FEN1 inhibitor | N370S GC | TDP1 inh
Cc1cc(C(=O)NCCCN2CCCC2=O)cs1 | -9% | 3% | -3%
O=C(Nc1cccc(O)c1)c1ccc([N+](=O)[O-])cc1Cl | -22% | 10% | 8%
COc1cccc(C(=O)N/N=C(\CC(C)C)c2ccccc2)c1 | -5% | 3% | 3%
CCCCn1c(N)c(N(CC)C(=O)c2cc(S(=O)(=O)N3CCN(CC)CC3)ccc2Cl)c(=O)[nH]c1=O | 2% | 2% | 1%
COC(=O)CNC(=O)CN1C(=O)N(c2ccc(Cl)cc2)C(N(O)C(=O)Nc2ccc(Cl)cc2)C1(C)C (stereo not drawn) | -10% | -3% | 2%
CCc1ccccc1NC(=O)N[C@H](C(=O)O)C(C)C | 0% | 1% | 0%
O=C(CSc1ncn[nH]1)c1ccc(OC(F)F)cc1 | 5% | -6% | -5%
CCCC[n+]1ccn(C2=C([O-])c3ccccc3C(=O)/C2=N\S(=O)(=O)c2ccc(Cl)cc2)c1 | 14% | 1% | 2%
Cc1ccc(-n2ncc(C(=O)NCc3ccco3)c2C2CCN(C(=O)OC(C)(C)C)CC2)cc1 | -6% | nt | -2%
Cc1cc(Br)c2[nH]c3c(c2c1)CCCC3=O | 5% | nt | 2%
O=C1CSC(c2ccc([N+](=O)[O-])cc2)N1CCN1CCCCC1 (stereo not drawn) | -12% | 23% | 2%
Cc1cccc(OCc2nnc(SCC(=O)N3c4ccccc4CC3C)n2C)c1C (stereo not drawn) | -3% | 20% | -2%
Cc1cc(C)c(S(=O)(=O)N2CCOCC2)cc1NS(=O)(=O)c1cc(OCC(N)=O)c(C)cc1Cl | -2% | -13% | 5%
COc1ccc(CN2CCN(C(=O)c3cccc4ccccc34)CC2)cc1Br | -19% | -12% | nt
Cc1ccccc1CNC(=O)Cn1ncn2nc(-c3cccs3)cc2c1=O | 89µM* | nt | 6%
O=C(C1CN(C(=O)c2cc3cc(Cl)ccc3o2)c2ccccc2O1)N1CCCCC1 (stereo not drawn) | 5% | nt | 2%
C=CCSc1n[nH]c(-c2ccccc2)n1 | -4% | ? | 1%
CCOCCCNC(=O)CN1C(=O)/C(=C/c2ccccc2)Sc2ccccc21 | -1% | 10% | 0%
Cc1c(Cl)cccc1-n1ncc(C(=O)Nc2ccc3c(c2)OCCO3)c1C1CCN(C(=O)OC(C)(C)C)CC1 | -3% | nt | 5%
CCOC(=O)c1cccc(NC(=O)C2CCC(CNc3c(N4CCOCC4)c(=O)c3=O)CC2)c1 (stereo not drawn) | -12% | -8% | 3%
COc1cccc(-n2c(SC)nnc2-c2cnccn2)c1 | 4% | 6% | -2%
Cc1nn(Cc2ccccc2)c(C)c1NC(=O)CSc1nc(-c2ccccc2)nc2c1cnn2-c1ccccc1 | -1% | 0% | -3%
C=CCOc1ccc(/C=C/C(=O)OCC(=O)NC2CCCCCCC2)cc1 | -12% | 1% | 0%
Cc1ccc([N+](=O)[O-])cc1Nc1nc(N2CCOCC2)nc(N2CCOCC2)n1 | -21% | 4% | 4%
Cc1ccc2nc(-c3ccc(O)cc3)c(Nc3ccc4c(c3)OCCO4)n2c1 | 13%&12% | ? | 5%&6%
COc1ccc(NC(=O)CCCn2c(=S)[nH]c3ccccc3c2=O)cc1 | 3% | -1% | 2%
CC(=O)c1ccc(NC(=O)CSc2nnc(-c3ccncc3)o2)cc1 | -2% | 3% | -11%[0.505 µM]
O=S(=O)(c1ccccc1)c1nc(-c2ccco2)oc1SCc1ccc(F)cc1 | 0% | nt | -3%
COc1ccccc1NC(=O)c1nnn(CC(=O)Nc2cccc(SC)c2)c1N | -13% | 24% | -8%
NC(=O)CC[C@@H]1NC(=O)[C@H](CO)NC(=O)c2cc([N+](=O)[O-])cc(I)c2NCC[C@@H](C(N)=O)NC(=O)[C@H](Cc2ccc(O)cc2)NC1=O | nt | -12% | -4%
COc1ccc(N2CCN(C(=O)COC(=O)CCc3ccccc3OC)CC2)cc1 | -4% | -6% | nt
O=C(NCc1ccc(Cl)cc1)c1ccccc1Oc1ccccc1 | -5% | -5% | -8%
CC1CCN(C(=O)CN(CCc2ccccc2)S(C)(=O)=O)CC1 | 1% | 6% | 2%
CCc1ccc(CN(C)C(=O)C2CCC(=O)N(CCCN3CCCC3=O)C2)cc1 (stereo not drawn) | 0% | 1% | 2%[56.1 µM]
COc1ccccc1NC(=O)C1=C(C)Nc2c(C(=O)Nc3cccc(C)c3)cnn2C1c1ccccc1C (stereo not drawn) | 2% | nt | 4%
Cc1ccc(-c2nc3ccccc3o2)cc1NC(=O)c1ccc2c(c1)OCO2 | 2% | 4% | 3%
CN(C)c1ccc(/C=N/Nc2cc(N3CCOCC3)nc(N3CCOCC3)n2)cc1 | 2% | -11% | 5%
CC(C)(C)N(NC(=O)Nc1ccccc1)C(=O)c1ccccc1Cl | -5% | -13% | 6%
Cc1cc2c(cc3c(SCC(=O)Nc4ccc(Cl)cc4F)nncn32)o1 | -17% | nt | 5%
O=C(COC(=O)C1CCN(S(=O)(=O)c2ccc3c(c2)OCCO3)CC1)Nc1ccccc1OC(F)F | -20% | -1% | 1%
O=C(NC(=S)NC1CCSC1=O)c1cccs1 (stereo not drawn) | -1% | 7% | 0%
O=C(CSc1nnc(-c2c[nH]c3ccccc23)o1)c1ccccc1 | 1% | -16% | -3%
CN(C)S(=O)(=O)Oc1ccccc1C(=O)Nc1ccc(F)cc1F | -2% | 0% | -6%
CCOC(=O)N1CCN(C(=O)COC(=O)c2cccc(S(C)(=O)=O)c2)CC1 | 0% | 0% | -6%
COc1ccnc(Oc2ccc(F)cc2)c1C(=O)N/C=N/OCc1c(Cl)cccc1Cl | -22% | -2% | 3%
N=c1sccn1CC(=O)Nc1ccc([N+](=O)[O-])cc1Cl | 13% | -15% | nt
CCc1ccc(NCc2ccc(OC)c(Cn3ccnc3)c2)cc1 | 10% | -13% | nt
CCOC(=O)c1cc(C(=O)OCC)cc(-n2cc(O)c(C(=O)OCC)n2)c1 | -2% | 6% | -8%
CC1=CC(C)(C)NC(=O)N1c1ccc(C)cc1 | -3% | -3% | 0%
CCOC(=O)c1ccccc1NC(=O)CSc1ccc(-c2sc(C)nc2C)nn1 | -8% | nt | 11%

# Carrying on.
Structure | FEN1 inhibitor | N370S GC | TDP1 inh
CN1CCN(c2ccccc2NC(=O)Cn2ncc3c([nH]c4ccccc43)c2=O)CC1 | -6% | -19% | 3%
CCN(CC(=O)NCc1cccs1)S(=O)(=O)c1c(F)cccc1F | 21% | nt | 0%
Cc1ccc(NC(=O)C2CCCN(c3cnccn3)C2)c(C)c1 (stereo not drawn) | -15%&16% | ? | 9%&2%
COC(=O)NCC(c1cccnc1)N1CCN(c2ccccc2)CC1 (stereo not drawn) | 14% | 5% | 5%
CNS(=O)(=O)c1cccc(C(=O)OCC(=O)Nc2ccc(N3CCCCC3)cc2)c1 | 16% | -2% | 5%
CCOCCCNC(=S)NCCCNc1nc2cc3c(cc2cc1C#N)OCO3 | 8% | 9% | -5%
N#CCCN(Cc1ccncc1)C(=S)NC1CC2C=CC1C2 (stereo not drawn) | 5% | ? | 8%
CCC(C)NC(=O)/C(=C/c1ccco1)c1ccccc1 (stereo not drawn) | 4% | 3% | -4%
COc1ccc(NC(=O)Nc2cccc3c2O[C@H](CN(C)C(=O)Nc2ccccc2)[C@@H](C)CN([C@H](C)CO)C3=O)cc1 | -3% | nt | 2%
COc1ccc(CNC(=O)CNC(=O)[C@@H]2Cc3ccccc3CN2)cc1 | 4% | -2% | 2%
CC(=O)N1c2ccccc2CC1C(=O)N1CCN(c2ccccc2)CC1 (stereo not drawn) | -7% | nt | 1%
COc1ccc(OC)c2sc(N(CCCN(C)C)C(=O)c3ccco3)nc12 | ? | nt | 2%
CCOC(=O)Nc1nnc(-c2ccc(OC)cc2)s1 | 6% | 8% | 2%
COc1ccc(OC)c(NC(=O)CSc2nc3n[nH]c(C)c3c(=N)n2-c2cccc(Cl)c2C)c1 | -14% | 6% | 5%
COc1ccc(CN(C)C(=O)c2cc(S(=O)(=O)Nc3ccccc3F)ccc2C)c(OC)c1 | 2% | -8% | 5%[56.1 µM]
CCCC(=O)Nc1ccc(C(=O)n2nnc3ccccc32)cc1 | -16% | 5% | 2%
Cc1ccc2nc(-c3ccccc3)cc(C(=O)N(C)CC(=O)Nc3ccccc3Br)c2c1 | -23% | -19% | 0%
CCOC(=O)N1CCN(c2nc(C(F)(F)F)nc3c(C)cc(C)cc23)CC1 | -6% | -8% | -4%
O=C(Cc1ccc(S(=O)(=O)N2CCOCC2)s1)N1CCN(S(=O)(=O)c2ccc(Cl)cc2)CC1 | 2% | nt | 1%
CC(NC(=S)NCCc1ccccc1)C(c1cccs1)N1CCN(Cc2ccccc2)CC1 (stereo not drawn) | 2% | 6% | 3%
COc1cccc(CNC(=O)Cn2ncn3c(cc4ccccc43)c2=O)c1 | -8% | nt | 1%
Cc1ccccc1OCC(=O)Nc1ccc2nc(SCc3ccccc3)sc2c1 | -1% | nt | 3%
CCC(C)N(C(=O)COc1ccccc1C#N)C1CCS(=O)(=O)C1 (stereo not drawn) | 2% | -1% | nt
CCn1c(CNC(=O)c2ccccc2F)nnc1SCC(=O)NC1CCCCC1C (stereo not drawn) | 20% | 5% | -1%
CCCC(=O)Nc1ccc(-c2nc3ncccc3o2)cc1 | 23% | 0% | nt
Cc1cccc(C(=O)NNc2ncnc3c2cnn3-c2ccc(C)cc2C)c1 | -1% | nt | 8%
O=C(c1ccc(Cl)cc1)C(CN1CCCC1)c1ccccc1 (stereo not drawn) | 0% | -9% | nt
CS(=O)(=O)Nc1ccc(C2=NN(S(C)(=O)=O)C(c3cccs3)C2)cc1 (stereo not drawn) | 11% | 0% | 6%
Cc1cc(=O)oc2c(C)c(OCC(=O)c3ccccc3)ccc12 | -9% | -5% | nt
N#Cc1cccc(NC(=O)Cn2cnc(S(=O)(=O)N3CCCC3)c2)c1 | -16% | -1% | 1%
CCc1cccc(NC(=O)CN2C(=O)COc3ccc(S(=O)(=O)N4CCC(C)CC4)cc32)c1 | 2% | nt | 0%
CC(C)c1cc(-c2nc(-c3cccc(Cl)c3)no2)n[nH]1 | 13% | nt | -3%
COc1cccc(NC(=O)CN2CCN(c3ccc(F)cc3)CC2)c1 | 3% | -1% | 6%
Cc1ccc(NC(=O)CN(Cc2ccco2)Cc2ccccc2O)cc1C | ? | -3% | 13%
CCn1c(-c2c(Cl)c(C)nn2C)n[nH]c1=S | -6% | 5% | 0%
CCCCN(CC)C(=O)Cn1c(=O)n(-c2ccc(OCC)cc2)c(=O)c2c3c(sc21)CCC3 | 2% | nt | 4%
CC(C)C[C@H]1CN=C(Nc2ccccc2)N1CCc1cccc(F)c1 | 14% | nt | -6%
CC(C)(C)OC(=O)C[C@H]1C/C=C\C[C@@H](CC(=O)NCCO)C(=O)N2CCC[C@H]2COC1=O | -2% | nt | 0%
CCCN(CC(=O)Nc1ccccc1OC)C(=O)C1=COCCO1 | -2% | nt | 1%
COc1ccc(NC(=O)CCC(=O)N2CCOCC2)c([N+](=O)[O-])c1 | -5% | 0% | 1%
CCCC(c1nnnn1CCOC)N1CCN(c2nc3ccccc3s2)CC1 (stereo not drawn) | -7% | -16% | -1%
Cc1c(N(C(=O)c2cc(=O)[nH]c3ccccc23)C(C)C)c(=O)n(-c2ccccc2)n1C | -2% | 1% | 2%
CCN1C(=O)CC(n2c(C)nc3ccccc32)C1=O (stereo not drawn) | -1% | -10% | 5%
COCCn1nnnc1C(c1cccc(OC)c1OC)N1CCN(C(=O)c2ccco2)CC1 (stereo not drawn) | 4% | -1% | nt
CCOC(=O)c1c(C)[nH]c(CCC(=O)NCc2ccc(OC)c(OC)c2)c1C | 14% | nt | -5%
OC(C#CCN1CCCCC1)c1ccccc1 (stereo not drawn) | 8% | -19% | 10%
O=C(NNC(=S)NC(=O)c1ccccc1[N+](=O)[O-])c1ccc(Cl)cc1Cl | -11% | -3% | 9%
Cc1ccc(S(=O)(=O)N(CC(=O)N=Nc2c(O)[nH]c3ccccc23)c2cccc(C)c2)cc1 | -2% | 5% | -1%
COc1ccccc1CNC(=O)CNC(=O)Cn1cnc2ccccc2c1=O | 8% | 0% | 3%

# High-throughput results from PubChem.

# Compounds were not picked by outcome (roughly 0.57% active in at least one column).
